Screens deposited in PubChem BioAssay by several laboratories.
Rad51 HR inh – blocks human Rad51 in homologous recombination | Q06609 | hRad51 DNA strand exchange, fluorescence dequenching | 200,000 tested, 0.085% active | inhibition, % at 10 µM | AID 1385;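 active = inhibition above 40% at the single screening dose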;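 also: 0% = DMSO control wells and 100% = blanks with heterologous ssDNA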
Target sequence (Q06609 whole entry, looked up): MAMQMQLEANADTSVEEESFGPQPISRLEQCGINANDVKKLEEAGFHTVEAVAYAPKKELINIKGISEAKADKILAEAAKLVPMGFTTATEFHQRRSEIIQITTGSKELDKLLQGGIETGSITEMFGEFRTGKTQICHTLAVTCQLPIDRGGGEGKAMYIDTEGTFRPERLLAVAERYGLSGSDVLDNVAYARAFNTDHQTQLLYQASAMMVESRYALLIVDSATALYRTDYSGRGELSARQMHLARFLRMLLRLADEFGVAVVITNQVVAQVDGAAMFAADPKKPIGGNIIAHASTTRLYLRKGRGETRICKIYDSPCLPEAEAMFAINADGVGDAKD
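Test system: preformed human Rad51 ssDNA filaments. Compound dosing: single dose, 10 µM final compound. Incubation: filaments 15 min 37 °C, then compound 30 min. Technique: FRET fluorescence dequenching, excitation 485 nm, emission 520 nm. Read-out basis: percent inhibition from fluorescence, normalised to plate control and blank means. Benchmarks: plate controls and plate blanks.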
Wee1 stabilizer – inhibitors of human Wee1 degradation | HeLa Luc-Wee1K328M stability, luciferase luminescence; 100% = proteasome inhibitor MG132 effect | reporter increase, % at 5 µM | 220,000 tested, 1.2% active;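 active = activation above the mean of all tested compounds plus 3 SD, set per screening run, cut at about 8.8% in these data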;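 also: cells exposed to compound for 20 h before luminescence read; 0% = DMSO alone and 100% = MG132 at 30 µM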
p97 ATPase inh – inhibitors of human p97 ATPase | P55072 | recombinant p97 ATPase, Kinase-Glo ATP luminescence, 3 h | inhibition, % at 8 µM | 220,000 tested, 0.42% active; in the data active = inhibition above about 15%;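 also: 0% = DMSO vehicle and 100% = wells lacking enzyme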
Target sequence (P55072 whole entry, looked up): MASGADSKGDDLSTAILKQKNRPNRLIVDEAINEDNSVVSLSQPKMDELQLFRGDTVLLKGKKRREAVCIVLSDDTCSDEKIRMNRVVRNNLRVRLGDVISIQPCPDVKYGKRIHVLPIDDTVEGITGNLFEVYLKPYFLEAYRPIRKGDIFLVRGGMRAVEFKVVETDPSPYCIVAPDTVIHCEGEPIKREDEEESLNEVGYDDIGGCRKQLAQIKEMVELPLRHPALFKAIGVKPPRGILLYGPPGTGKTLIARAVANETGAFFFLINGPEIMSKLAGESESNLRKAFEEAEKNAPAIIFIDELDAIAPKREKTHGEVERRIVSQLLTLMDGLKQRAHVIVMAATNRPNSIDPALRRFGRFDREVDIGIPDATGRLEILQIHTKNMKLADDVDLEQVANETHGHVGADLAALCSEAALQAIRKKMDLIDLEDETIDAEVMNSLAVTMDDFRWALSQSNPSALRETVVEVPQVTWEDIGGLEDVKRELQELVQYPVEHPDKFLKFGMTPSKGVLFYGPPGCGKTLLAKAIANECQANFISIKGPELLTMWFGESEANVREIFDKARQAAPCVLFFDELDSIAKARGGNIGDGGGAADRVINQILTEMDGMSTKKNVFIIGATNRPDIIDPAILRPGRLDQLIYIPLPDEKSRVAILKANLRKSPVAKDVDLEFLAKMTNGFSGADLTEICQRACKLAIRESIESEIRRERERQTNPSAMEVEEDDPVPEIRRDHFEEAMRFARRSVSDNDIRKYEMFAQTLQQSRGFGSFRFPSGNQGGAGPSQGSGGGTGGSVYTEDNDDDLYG
* hit, by the source's call. Only part of the results is shown; count on the stated rates, not on these rows.

Values in the order – Wee1 stabilizer	p97 ATPase inh	Rad51 HR inh
1: Cc1ccc(S(=O)(=O)NC(Cc2c[nH]c3ccccc23)C(=O)O)cc1 (stereo not drawn)
    0	-6	-1
2: CC(=O)C1=C(C)NC(SCC(=O)c2cc(Cl)ccc2Cl)=C(C#N)C1c1ccco1 (stereo not drawn)
    5	3	-15
3: COc1ccc(NC2=CC(=O)CC(c3ccc(C)cc3)C2)c(OC)c1 (stereo not drawn)
    2	2	2
4: CCOc1ccc(NC(=O)N(C2CCCCC2)C2CCN(C(C)=O)CC2)cc1
    -3	4	-13
5: CC(=O)NC(CCS(C)(=O)=O)C(=O)Nc1cc(C)on1 (stereo not drawn)
    1	-6	-8
6: O=C(CSc1ncnc2c1oc1ccccc12)N1CCN(c2ccccc2)CC1
    -1	3	7
7: COc1ccc(N/C=C/C(=O)c2ccc(C)cc2)c([N+](=O)[O-])c1
    -2	0	7
8: O=C(c1ccco1)[C@@H]1[C@@H]2C(=O)N(c3ccc(Br)cc3)C(=O)[C@@H]2C2c3ccccc3C=CN21 (stereo partly drawn)
    1	2	-28
9: Cc1cc(C)cc(NC(=S)NCCN2CCOCC2)c1
    0	3	-2
10: COc1cccc2cc(C(=O)NC3CC(C)(C)NC(C)(C)C3)c(=O)oc12
    -2	4	5
11: CC(CCc1ccccc1)NC(=O)CN1CCOc2ccccc21 (stereo not drawn)
    -1	-1	14
12: Cc1ccc(NC(=O)COc2ccccc2)c(NC(=O)c2ccccc2C)c1
    4	-3	-1
13: Clc1cccc2sc(-c3nnc(-c4ccccc4)o3)c(Cl)c12
    -3	2	5
14: CCOc1ccc(N2C(=O)CC(N3CCN(c4ccc(C(=O)c5ccncc5)cc4)CC3)C2=O)cc1 (stereo not drawn)
    -2	0	2
15: Cn1c(=O)n(CC(=O)Nc2cccnc2)c2ccccc21
    3	2	-6
16: S=C(NCCSCc1ccc(Cl)c(Cl)c1)Nc1ccccc1
    0	-5	-14
17: Cc1cc(C)cc(OCc2nc3ncc(Br)cc3[nH]2)c1
    -1	3	-4
18: Cc1ccc2ccc(C3C(=O)c4ccccc4C3=O)nc2c1
    -1	1	2
19: O=[N+]([O-])c1ccc(N2CCN(c3ccc(Cl)nn3)CC2)cc1NC1CC1
    -3	-1	-6
20: CCc1nnc(NC(=O)CSc2nnc3scc(-c4ccc(C)cc4)n23)s1
    0	5	2

Profiles from above.
Clc1cccc2sc(-c3nnc(-c4ccccc4)o3)c(Cl)c12 across the screens: Wee1 stabilizer = -3; p97 ATPase inh = 2; Rad51 HR inh = 5
Cc1ccc(NC(=O)COc2ccccc2)c(NC(=O)c2ccccc2C)c1 across the screens: Wee1 stabilizer = 4; p97 ATPase inh = -3; Rad51 HR inh = -1
CC(=O)NC(CCS(C)(=O)=O)C(=O)Nc1cc(C)on1 (stereo not drawn) across the screens: Wee1 stabilizer = 1; p97 ATPase inh = -6; Rad51 HR inh = -8

Carrying on.
Values in the order – Wee1 stabilizer	p97 ATPase inh	Rad51 HR inh
21: CCOc1ccc2nc3ccc4[nH]onc4c3c2c1
    5	6	-3
22: N=c1c(-c2nc3ccccc3[nH]2)cc(C(=O)c2cccs2)nn1-c1ccc(Cl)cc1
    -2	3	-1
23: Cc1cc(NC(=O)CCn2c(=O)sc3ccccc32)no1
    -1	3	-2
24: CCOC(=O)CN1N=C(/C=C/c2ccccc2)CCC1=O
    -2	0	-7
25: COc1ccc(C(=O)Nc2nc(-c3ccc([N+](=O)[O-])cc3)c(-c3ccccc3)s2)cc1
    -1	2	5
26: COc1ccc(OC)c(C2CC(=O)N3CN(c4cccc(Cl)c4C)CSC3=C2C#N)c1 (stereo not drawn)
    -1	-4	-2
27: CCOC(=O)CN1C(=O)S/C(=C/c2cc(C)n(C)c2C)C1=O
    0	1	-1
28: CCCCOc1ccccc1C1NC(=O)NC(C)=C1C(=O)OCCOC (stereo not drawn)
    -2	6	4
29: C/C(=C\C(=O)c1ccccc1)Nc1ccc(Cl)c(Br)c1
    0	7	4
30: CCOc1ccc(C)cc1S(=O)(=O)Nc1cccnc1
    -4	-6	-5
31: O=C(Nc1ccc2c(c1)OCCO2)c1cnc2ccccn2c1=O
    0	-1	13
32: COc1ccc(NC(=O)CCCC(=O)OCC(F)(F)C(F)F)cc1
    -1	5	1
33: Cc1ccn2c(C(=O)N/N=C\c3ccccc3[N+](=O)[O-])c(C)nc2c1
    -2	0	-3
34: Cc1ccc(C(=O)CCC(=O)Nc2cccc(C(F)(F)F)c2)cc1C
    1	5	-2
35: CCOc1ccc(N(CC(=O)NC2CCCCC2)C(=O)CNC(=O)c2ccco2)cc1
    -1	2	-8
36: CCC1(C)Cc2c(sc3nc4n(c(=O)c23)CCCS4)CO1 (stereo not drawn)
    -1	6	4
37: COc1ccccc1CNC(=O)CN1CCN(Cc2ccc(Cl)cc2)C1=O
    -1	1	5
38: COCCCNC(=O)Cn1nnc(-c2ccccc2NC(=O)c2ccccc2F)n1
    0	1	-8
39: Cc1cc([N+](=O)[O-])c(NC2CCCCC2)c([N+](=O)[O-])c1
    2	-2	1
40: Cc1cc(C)c(Cn2c(=O)n(CCCC(=O)NCc3ccco3)c(=O)c3ccccc32)c(C)c1
    0	-3	2
41: Cc1ccc(C(=O)n2nnc3ccccc32)cc1
    -2	2	3
42: Cc1sc2nc(CN(Cc3ccccc3)C(=O)NC3CCCCC3)[nH]c(=O)c2c1C
    4	-8	-6
43: O/N=C/c1cc(Br)ccc1OCc1ccccc1F
    -3	-7	-6
44: COc1ccc(S(=O)(=O)N2CCC(C(=O)Nc3ccc(OC)c(OC)c3)CC2)cc1C
    -1	3	11
45: Nc1c(Sc2ccccc2)c(=O)[nH]c(=O)n1Cc1ccccc1
    2	5	0
46: COC(=O)c1c(NC(=O)c2ccnn2C)sc(C)c1C
    -1	4	-2
47: O=C1C(C=NCCCn2ccnc2)=C(O)c2ccccc21
    -2	0	-3
48: O=C(CN1CC(=O)Oc2ccccc21)OCC(=O)c1ccc(Br)cc1
    2	0	-10
49: CN(C)/C=N/c1nc2ccc3c(c2s1)CCCC3
    1	-4	-8
50: Cc1ccccc1-c1nc(CN2CCC(C(=O)NC3CCN(Cc4ccccc4)CC3)CC2)c(C)o1
    0	-8	3
51: Cn1cccc1C(=O)OCC(=O)c1cc2ccccc2o1
    1	1	-6
52: Cc1ccc(N2C(=O)[C@@H]3[C@H](C2=O)C2c4ccccc4C=CN2[C@@H]3C(=O)c2ccco2)c(C)c1 (stereo partly drawn)
    3	3	-30
53: CCCC(=O)Nc1cc(-c2nn(C)c(=O)c3ccccc23)ccc1N1CCCCC1
    1	1	-5
54: CCN(CC)c1ccc(NC(=O)COc2ccc(C)cc2)cc1
    3	0	-8
55: COc1ccccc1Cn1c(-c2ccco2)nc2nc3ccccc3nc21
    3	1	6
56: CCCOc1ccc(C(=O)Nc2ccccc2[N+](=O)[O-])cc1
    -1	-3	-1
57: CCOCCn1c(CN2CCC(Cc3ccccc3)CC2)nc2c1c(=O)n(C)c(=O)n2C
    4	-5	1
58: CCC(C)(C)NC(=O)C(c1ccccc1)N(Cc1cccs1)C(=O)Cn1nnc2ccccc21 (stereo not drawn)
    0	7	6
59: O=S(=O)(c1ccc(S(=O)(=O)N(Cc2ccccc2)Cc2ccco2)cc1)N1CCCC1
    -2	0	2
60: COc1ccc(Cl)cc1S(=O)(=O)N1CCCC(C(=O)NCC(N)=O)C1 (stereo not drawn)
    -2	-1	-5
61: COc1ccc(OC)c2sc(NC(=O)CCS(=O)(=O)c3ccccc3)nc12
    -2	19*	6
62: COc1ccc(-n2c(=O)[nH]cc(C(=O)Nc3ccc(NC(C)=O)cc3)c2=O)cc1
    -1	6	14
63: Cc1ccc(C(=O)NCCCN2CCOCC2)cc1
    7	7	9
64: O=C1CC(C(=O)O)C2(CCCC2)O1 (stereo not drawn)
    1	4	5
65: COc1ccccc1NC(=O)N(CCN1CCCC1)Cc1cc2cc(C)ccc2[nH]c1=O
    1	-3	11
66: CCOC(=O)N1CCC(Nc2nc3ccccc3n3cnnc23)CC1
    -4	1	1
67: CCN(CC)C(=O)C1CCCc2c1[nH]c1ccc(Cl)cc21 (stereo not drawn)
    -3	-2	-4
68: COc1ccccc1N1CCN(c2cc(=O)n(-c3ccc(Cl)cc3)c(=O)[nH]2)CC1
    0	0	7
69: O=C(CCNC(=O)Cn1ccc2ccccc2c1=O)NCCN1CCN(c2ccccc2F)CC1
    -3	0	4
70: CCc1nnc(NC(=O)c2cc3c(s2)CCCCC3)s1
    3	4	4
71: CCN(CC)c1nc(N(CC)CC)[nH]c(=O)n1
    1	-6	-1
72: c1cnc2ccc(C(c3nnnn3C3CCCCC3)N3CCN(C4CCCCC4)CC3)cc2c1 (stereo not drawn)
    1	1	-4
73: Cc1ccc(C(=O)CCC(=O)CCC(=O)O)cc1
    -2	3	2
74: Cc1nnc(Sc2nc3c(c(=O)n(C)c(=O)n3C)n2Cc2ccccc2Cl)s1
    2	2	-2
75: O=C(c1ccco1)N1CCN(c2ccc(Cl)c(Cl)c2)CC1
    0	-4	3
76: Oc1ccc(/C=N/Nc2cc(N3CCOCC3)nc(N3CCOCC3)n2)cc1
    1	0	-2
77: O=C(NCc1ccco1)c1cccn2c(=O)c3sccc3nc12
    -1	5	7
78: CCCCOn1c(C)c(C(=O)OCC)c2c3nonc3ccc21
    0	0	-2
79: Cc1nc2sc(C(c3cccs3)N3CCN(c4ccccc4)CC3)c(O)n2n1 (stereo not drawn)
    2	2	-6
80: O=C(CN1CCN(CC(=O)Nc2ccc(OCc3ccccc3)cc2)CC1)Nc1ccc(F)cc1
    -2	3	1

Just Rad51 HR inh and Wee1 stabilizer (5 entries from above):
# | mol | Rad51 HR inh | Wee1 stabilizer
62 | COc1ccc(-n2c(=O)[nH]cc(C(=O)Nc3ccc(NC(C)=O)cc3)c2=O)cc1 | 14 | -1
63 | Cc1ccc(C(=O)NCCCN2CCOCC2)cc1 | 9 | 7
64 | O=C1CC(C(=O)O)C2(CCCC2)O1 (stereo not drawn) | 5 | 1
65 | COc1ccccc1NC(=O)N(CCN1CCCC1)Cc1cc2cc(C)ccc2[nH]c1=O | 11 | 1
66 | CCOC(=O)N1CCC(Nc2nc3ccccc3n3cnnc23)CC1 | 1 | -4

The main list resumes, repeating the 2 entries before the break.
Values in the order – Wee1 stabilizer	p97 ATPase inh	Rad51 HR inh
79: Cc1nc2sc(C(c3cccs3)N3CCN(c4ccccc4)CC3)c(O)n2n1 (stereo not drawn)
    2	2	-6
80: O=C(CN1CCN(CC(=O)Nc2ccc(OCc3ccccc3)cc2)CC1)Nc1ccc(F)cc1
    -2	3	1
81: Cc1cccc(C2N(c3ccc(F)cc3)C(=O)C3CCCN32)c1 (stereo not drawn)
    3	1	-1
82: COc1cc2cc(CN(Cc3ccc4c(c3)OCO4)C(=O)c3ccco3)c(=O)[nH]c2cc1OC
    -3	-1	7
83: Cc1ccc(N2CC(C(=O)Nc3ccccc3C(=O)NC3CCCCC3)CC2=O)cc1C (stereo not drawn)
    1	1	4
84: Cn1nc(C(=O)N2CCOCC2)c2ccccc2c1=O
    1	2	-5
85: CCc1nc(SCC(=O)N2CCc3cc(OC)c(OC)cc3C2)c(C#N)cc1C
    0	3	-17
86: CCOc1ccc(OCCOCCOc2c(Cl)cccc2Cl)cc1
    0	-2	9
87: COc1cc(C(=O)NCc2cn3ccsc3n2)cc(OC)c1OC
    1	-2	-2
88: Cn1cnnc1Sc1nc2c(c(=O)n(C)c(=O)n2C)n1C
    0	2	-6
89: CSc1nnc(-c2ccncc2)n1CCCN1CCCC1=O
    -1	-4	0
90: N#Cc1c(NCCN)nc(NCc2ccccc2)c2c1CCN(Cc1ccccc1)C2
    1	3	14
91: CC1=NNC(=O)C1C(c1ccc(F)cc1)C(C#N)C#N (stereo not drawn)
    0	0	9
92: Cc1ccc(S(=O)(=O)Cn2nnnc2C(C(C)C)N2CCN(C(=O)c3ccco3)CC2)cc1 (stereo not drawn)
    -4	-5	-4
93: Brc1ccc(-c2noc(CCc3ccccc3)n2)cc1
    0	-8	5
94: CCOc1ccc2c(c1)sc1nc(C(=O)OC)cc(=O)n12
    0	5	-1
95: COC(=O)c1oc2ccc(Br)cc2c1NC(=O)CN1CCN(C)CC1
    -2	-4	-4
96: Cc1nnc(SCc2cc(=O)[nH]c(N3CCCCC3)n2)s1
    -2	-1	-5
97: COC(=O)c1ccccc1NS(=O)(=O)c1ccc2c3c(cccc13)C(=O)N2
    0	7	-5
98: COC(=O)c1ccccc1NC(=O)c1ccc2c(c1)C(=O)N(Cc1ccco1)C2=O
    1	-3	9
99: CN1CCN(S(=O)(=O)c2cccc([N+](=O)[O-])c2)CC1
    -1	1	-10
100: Cc1csc2ncc(C(=O)N3CCc4ccccc43)c(=O)n12
    -2	12	-1
101: CCN(CC)C(=O)Cn1c(=O)n(Cc2ccccc2Cl)c2c1c(=O)n(C)c(=O)n2C
    -1	-2	1
102: O=C(O)CSCC(=O)Nc1ccccc1
    0	-2	-1
103: Cn1ncc(N=Cc2c(O)ccc3ccccc23)c1C(=O)N1CCOCC1
    -2	-2	7
104: Cc1ccc(NC(=S)NCCc2ccc(S(N)(=O)=O)cc2)c(C)c1
    -2	5	-2
105: Cc1ccc(OCC(=O)Nc2cccc3c2CCCC3)cc1C
    -2	-6	5
106: O=C(C1CCC1)N1CCc2cc(S(=O)(=O)N3CCc4ccccc4C3)ccc21
    3	2	0
107: COc1ccc(-c2nc3c(c(=O)n(C)c(=O)n3C)n2CC2CC(c3ccccc3)=NO2)cc1OC (stereo not drawn)
    0	2	4
108: COc1ccc(N2C(=O)C3C4c5ccccc5C(C=Nc5ccc(C)cc5C)(c5ccccc54)C3C2=O)cc1 (stereo not drawn)
    -3	5	-3
